NR2E3 ag-1: inhibitors of NR2E3-RetCOR corepressor binding, primary screen, NR2E3 agonist project, biochemical, TR-FRET, GST-NR2E3, biotin-RetCOR. Photoreceptor-specific nuclear receptor (Homo sapiens), Q9Y5X4. 1536-well. inhibition of corepressor binding, % at 4.78 µM. actives 0.12% (n = 320,000). AID 2300, 2010;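 active = percent inhibition above the cutoff of mean plus 3 SD of all tested compounds, set per screening campaign, cut at about 20% in these data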;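 note: 0% = DMSO wells and 100% = biotin wells as full block of FRET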
Target sequence (Q9Y5X4 whole entry, looked up): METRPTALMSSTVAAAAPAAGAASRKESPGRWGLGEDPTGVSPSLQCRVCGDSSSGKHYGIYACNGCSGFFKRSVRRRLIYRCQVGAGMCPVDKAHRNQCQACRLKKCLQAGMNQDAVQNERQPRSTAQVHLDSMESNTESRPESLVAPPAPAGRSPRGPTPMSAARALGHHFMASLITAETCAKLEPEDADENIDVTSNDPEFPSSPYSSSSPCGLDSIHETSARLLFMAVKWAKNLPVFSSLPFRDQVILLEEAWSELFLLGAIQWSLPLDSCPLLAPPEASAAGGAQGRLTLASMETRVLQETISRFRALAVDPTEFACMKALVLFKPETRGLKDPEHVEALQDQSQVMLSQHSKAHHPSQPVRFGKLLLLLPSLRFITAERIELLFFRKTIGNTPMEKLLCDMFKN
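Assay system: NR2E3–RetCOR corepressor complex. Quantity: 1.35 nM GST-NR2E3. Buffer or medium: pH 7.5 Tris-based buffer. Reagent: biotinylated RetCOR corepressor at 7 nM final. Schedule: 5 h at 4 °C. Detection: TR-FRET, emission read at 617 and 671 nm. Replicates: one well per compound, singlicate testing.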
TWEAK Fn14 block: inhibitors of TWEAK-Fn14 signaling, primary screen, luciferase reporter cells, uHTS; TWEAK-stimulated Fn14 reporter cells, luciferase luminescence, 8 h; inhibition, % at 10 µM; actives 2% (n = 360,000); AID 1159606, 2016; in the data active = inhibition above about 50%
Peg3 promoter: Peg3 promoter-driven luciferase inhibitors, primary screen, cell-based, HeLa, luciferase luminescence | AID 588405, 2011 | HeLa PEG-Prom luciferase reporter, overnight | inhibition, % at 20 µM | actives 1.7% (n = 360,000);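 active = inhibition of at least 50% at 20 µM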
aDG glyco act: activators of alpha-DG glycosylation, primary screen, uHTS, Pro5-aDG cells, AlphaScreen; alpha-DG glycosylation AlphaScreen (IIH6); 0% Pro5, 100% B10-LARGE cell signal; activation, % at 10 µM; actives 0.22% (n = 360,000); AID 624168, 2012;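 active = activation of at least 8% versus controls, or a plate z-score of at least 8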;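 note: Pro5 are CHO cells carrying HIG-tagged alpha-DG that lacks glycosylation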
CF NFkB inh: inhibitors of PAF-induced NF-kB signaling, primary screen, cell-based, GFP fluorescence, uHTS | KKLEB NF-kB-GFP reporter, GFP fluorescence overnight | actives 0.86% (n = 360,000) | inhibition, % at 5 µM | AID 588850, 2011;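 active = at least 50% inhibition at 5 µM, scaled per plate between neutral and stimulator controls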;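 note: PAF is a Pseudomonas aeruginosa culture filtrate used as stimulus; plate controls were PAF-stimulated DMSO wells for no effect and unstimulated DMSO wells for full effect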
KKLEB cytotox: cytotoxicity in KKLEB CF airway cells, primary screen, cytotoxicity control for CF NF-kB inhibitor project, cell-based, uHTS, fluorescence assay plates; KKLEB CF airway cells viability, ATPlite luminescence, overnight; stronger effect = lower value; cells stimulated with P. aeruginosa culture filtrate; activity change (cytotoxicity), % at 5 µM; actives 0.36% (n = 360,000);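 active = corrected activity change at or below -50% at 5 µM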
NR2E3 ag-2: NR2E3 agonists in two-hybrid cells, primary screen, cell-based, luminescence, CHO-S, Gal4-NCOR/VP16-NR2E3 | actives 0.35% (n = 360,000) | inhibition of corepressor binding, % at 3.98 µM | AID 602229, 2012 | luciferase;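 active = inhibition above the mean of all tested compounds plus 3 SD, cut at about 70% in these data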;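 note: 0% = DMSO with NR2E3 transfected cells and 100% = cells lacking NR2E3 construct; higher means lower luciferase signal from less NR2E3 corepressor binding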
HIF-2a block: HIF-2a reporter inhibitors, primary screen, luminescence, 786-0 RCC cells; 786-0 RCC cells HIF-2a reporter, luciferase luminescence, overnight; inhibition, % at 18.8 µM; actives 0.72% (n = 360,000); AID 624352, 2012;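 active = inhibition of the luminescence signal of 40% or more relative to plate controls, in a single-dose primary screen at 18.75 µM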
TRPM1 prom inh: inhibitors of MITF-dependent TRPM1 promoter reporter, primary screen, cell-based, SK-MEL-5, single point, luciferase; SK-MEL-5 TRPM1 promoter luciferase, 24 h; inhibition, % at 12.5 µM; actives 0.83% (n = 330,000);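 active = mean inhibition across replicates of 60% or more, whatever share of single replicates reaches that level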; note: values of inactives mirror those of a sister screen read the other way
iPSC survival up: enhancers of single-cell hiPSC survival, primary screen, ATPlite luminescence | 100% = ROCK inhibitor wells, 0% = DMSO | survival enhancement, % at 20 µM | actives 0.044% (n = 360,000) | AID 602274, 2012; in the data active = survival enhancement above about 18%;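 note: cells exposed to compounds for 16 hours before the ATP read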
Shn3 inh set2: reduction of Shn3 3'UTR firefly luciferase signal, primary screen, Schnurri-3 inhibitor project, cell-based, Clone20 osteoblasts, set 2 | Clone20 osteoblast Shn3 3'UTR firefly luciferase, 24 h | inhibition, % at 12.5 µM | actives 0.52% (n = 360,000);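 active = mean inhibition of at least 75% with every replicate also reaching 75%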;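 note: 0% = median of neutral control wells and 100% = pilot-screen positive control compound; some compounds past the cut are filed as inactive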
* = called active by the depositor.

Screening COC(=O)CC1=C(C(=O)OC)[C@@H](c2ccccc2[N+](=O)[O-])C(C#N)=C(N)O1 returned NR2E3 ag-1 -1, TWEAK Fn14 block 16, Peg3 promoter 14, aDG glyco act 0.2, CF NFkB inh -16, KKLEB cytotox 0, NR2E3 ag-2 -7, HIF-2a block 11, TRPM1 prom inh 22, iPSC survival up 0.6 and Shn3 inh set2 6.
Screening CC(C)CSc1nc2c(c(=O)[nH]c(=O)n2C)n1CC(O)COc1cccc2ccccc12 (stereo not given) returned TWEAK Fn14 block 7, Peg3 promoter -2, aDG glyco act -0.3, CF NFkB inh 10, KKLEB cytotox -5, NR2E3 ag-2 12, HIF-2a block 19, TRPM1 prom inh -10, iPSC survival up 0.6 and Shn3 inh set2 -15.
CC(=O)Nc1cccc(S(C)(=O)=O)c1 was read as NR2E3 ag-1 -2, TWEAK Fn14 block 1, Peg3 promoter 5, aDG glyco act -0.1, CF NFkB inh -9, KKLEB cytotox 9, NR2E3 ag-2 1, HIF-2a block 11, TRPM1 prom inh 6, iPSC survival up -1.8 and Shn3 inh set2 1.
Screening CCOC(=O)C1(Cc2cccc(F)c2)CCN(Cc2cn(CC)nc2C)CC1 returned NR2E3 ag-1 1, TWEAK Fn14 block -27, Peg3 promoter 14, aDG glyco act 0.2, CF NFkB inh 21, KKLEB cytotox -12, NR2E3 ag-2 -8, HIF-2a block 10, TRPM1 prom inh -9, iPSC survival up -2.8 and Shn3 inh set2 5.
Screening COc1ccccc1-c1ccc([C@@H]2C[C@H]3[C@H](CON3C)CN2C(=O)c2ccc(-c3ccccc3)cc2)cc1 returned TWEAK Fn14 block 16, Peg3 promoter 20, aDG glyco act -0.5, CF NFkB inh -20, KKLEB cytotox -1, NR2E3 ag-2 -17, HIF-2a block -9, iPSC survival up 0.0 and Shn3 inh set2 30.
`Cc1cccc(NC(=O)C23CCC(C)(C(=O)O2)C3(C)C)c1` (stereo not given) gave NR2E3 ag-1 2, TWEAK Fn14 block 3, Peg3 promoter 17, aDG glyco act 0.2, CF NFkB inh -6, KKLEB cytotox -5, NR2E3 ag-2 8, HIF-2a block 10, TRPM1 prom inh 1, iPSC survival up 3.6 and Shn3 inh set2 -21.
For O=C1c2ccccc2C(c2nnnn2Cc2ccccc2)N1Cc1ccco1 (stereo not given) the results were TWEAK Fn14 block 6, aDG glyco act -0.1, NR2E3 ag-2 2, HIF-2a block 7 and iPSC survival up 2.9.
COC(=O)C[C@H]1c2cc(C(F)(F)F)ccc2S(=O)(=O)N1Cc1ccccc1OC was read as NR2E3 ag-1 3, TWEAK Fn14 block -10, Peg3 promoter 13, aDG glyco act 0.3, CF NFkB inh 13, KKLEB cytotox -6, NR2E3 ag-2 17, HIF-2a block 11, TRPM1 prom inh -11, iPSC survival up 0.0 and Shn3 inh set2 4.
For COc1ccccc1N(CC(O)COc1ccccc1)S(=O)(=O)c1ccccc1 (stereo not given) the results were NR2E3 ag-1 -3, TWEAK Fn14 block -13, Peg3 promoter 24, aDG glyco act -0.1, CF NFkB inh -8, KKLEB cytotox 6, NR2E3 ag-2 -2, HIF-2a block 23, TRPM1 prom inh 10, iPSC survival up -0.6 and Shn3 inh set2 8.
Screening CC(=O)Nc1ccc(NC(=O)COc2cc(O)c3c(c2)OC(C)(C)CC3=O)cc1 returned NR2E3 ag-1 4, TWEAK Fn14 block -6, Peg3 promoter -77, aDG glyco act 0.0, CF NFkB inh 6, KKLEB cytotox -1, NR2E3 ag-2 -22, HIF-2a block -98, TRPM1 prom inh -11, iPSC survival up 1.4 and Shn3 inh set2 7.
`Cc1cccc(NC(=O)CN(CC2CCCO2)C(=O)c2oc3ccc(F)cc3c2C)c1C` (stereo not given) gave NR2E3 ag-1 0, TWEAK Fn14 block -30, Peg3 promoter -9, aDG glyco act -0.1, CF NFkB inh 2, KKLEB cytotox -1, NR2E3 ag-2 -36, HIF-2a block -11, TRPM1 prom inh 12, iPSC survival up -2.8 and Shn3 inh set2 -12.
For C[C@H]1CN([C@@H](C)CO)C(=O)CCCn2cc(nn2)CO[C@@H]1CN(C)C(=O)Nc1ccc(C(C)(C)C)cc1 the results were TWEAK Fn14 block -8, Peg3 promoter 2, aDG glyco act -0.2, CF NFkB inh -40, KKLEB cytotox 14, NR2E3 ag-2 -4, HIF-2a block 4, iPSC survival up -0.5 and Shn3 inh set2 -31.
`C#CCSc1nnc(-c2ccccc2)c(=O)[nH]1` gave NR2E3 ag-1 5, TWEAK Fn14 block -2, Peg3 promoter -5, aDG glyco act -0.1, CF NFkB inh 6, KKLEB cytotox -4, NR2E3 ag-2 -41, HIF-2a block 10, TRPM1 prom inh 3, iPSC survival up 0.5 and Shn3 inh set2 2.
COc1ccc(C2=NOC(COC(=O)c3ccc4ccccc4n3)C2)cc1 (stereo not given) was read as NR2E3 ag-1 0, TWEAK Fn14 block -19, Peg3 promoter -15, aDG glyco act -0.3, CF NFkB inh -1, KKLEB cytotox -2, NR2E3 ag-2 -18, HIF-2a block -43, TRPM1 prom inh 2, iPSC survival up 3.4 and Shn3 inh set2 3.
`CCOC(=O)N1Cc2cc3ccccc3nc2C1` gave TWEAK Fn14 block 1, Peg3 promoter -240, aDG glyco act 0.3, CF NFkB inh -30, KKLEB cytotox 16, NR2E3 ag-2 -107, HIF-2a block -187, iPSC survival up 2.5 and Shn3 inh set2 22.
`COc1ccc(C(N)=O)cc1NC(=O)CC(O)(C(F)(F)F)C(F)(F)F` gave NR2E3 ag-1 -1, TWEAK Fn14 block 12, Peg3 promoter -1, aDG glyco act -0.2, CF NFkB inh -5, KKLEB cytotox 7, NR2E3 ag-2 3, HIF-2a block -6, TRPM1 prom inh -1, iPSC survival up 4.3 and Shn3 inh set2 2.
For CN(C)c1oc(-c2ccco2)nc1C#N the results were NR2E3 ag-1 -1, TWEAK Fn14 block 31, Peg3 promoter 5, aDG glyco act 0.6, CF NFkB inh -10, KKLEB cytotox -11, NR2E3 ag-2 -3, HIF-2a block -8, TRPM1 prom inh -6, iPSC survival up 3.0 and Shn3 inh set2 -10.
For Cc1ccc(S(=O)(=O)N2N=C3CCCCC3C2(O)C(F)(F)F)cc1 (stereo not given) the results were NR2E3 ag-1 5, TWEAK Fn14 block 9, Peg3 promoter 4, aDG glyco act -0.3, CF NFkB inh 9, KKLEB cytotox -2, NR2E3 ag-2 10, HIF-2a block -2, TRPM1 prom inh 13, iPSC survival up 1.5 and Shn3 inh set2 8.
Screening C[C@H](CO)N1C[C@H](C)[C@H](CN(C)C(=O)Nc2ccc(C(F)(F)F)cc2)Oc2c(NC(=O)c3ccncc3)cccc2C1=O returned TWEAK Fn14 block 8, Peg3 promoter 1, aDG glyco act -0.2, CF NFkB inh 4, KKLEB cytotox -7, NR2E3 ag-2 5, HIF-2a block 12, TRPM1 prom inh 5, iPSC survival up 3.5 and Shn3 inh set2 7.
For O=C(NC1CCCc2ccccc21)c1cccc(Br)c1 (stereo not given) the results were NR2E3 ag-1 0, TWEAK Fn14 block -3, Peg3 promoter 6, aDG glyco act 0.2, CF NFkB inh 15, KKLEB cytotox 8, NR2E3 ag-2 5, HIF-2a block 1, TRPM1 prom inh 14, iPSC survival up 4.2 and Shn3 inh set2 2.
`COc1cccc(NC(=S)N2CCC(C(=O)c3ccc(F)cc3)CC2)c1` gave TWEAK Fn14 block -6, Peg3 promoter 8, aDG glyco act -0.1, CF NFkB inh 23, KKLEB cytotox -29, NR2E3 ag-2 -23, HIF-2a block -10, TRPM1 prom inh -21, iPSC survival up -0.3 and Shn3 inh set2 25.
COc1ccc(CCn2c(N3CCN(C)CC3)nc3c2c(=O)[nH]c(=O)n3C)cc1 was read as NR2E3 ag-1 5, TWEAK Fn14 block -3, Peg3 promoter 2, aDG glyco act -0.2, CF NFkB inh -7, KKLEB cytotox 0, NR2E3 ag-2 -7, HIF-2a block 7, TRPM1 prom inh -14, iPSC survival up -2.5 and Shn3 inh set2 0.
Screening CC(C)(C)N1C(=O)[C@H]2[C@@H](c3ccc(Br)cc3)N3C(=O)N(c4ccccc4)C(=O)[C@@]3(C)[C@H]2C1=O returned NR2E3 ag-1 -2, TWEAK Fn14 block 3, Peg3 promoter 7, aDG glyco act 0.2, CF NFkB inh 4, KKLEB cytotox -4, NR2E3 ag-2 3, HIF-2a block 10, TRPM1 prom inh 15, iPSC survival up 2.1 and Shn3 inh set2 -44.
Screening COc1ccc(S(=O)(=O)N2CCOCC2)cc1NC(=O)c1cc(=O)[nH]c2ccccc12 returned NR2E3 ag-1 5, TWEAK Fn14 block 9, Peg3 promoter -5, aDG glyco act -0.1, CF NFkB inh 6, KKLEB cytotox 3, NR2E3 ag-2 14, HIF-2a block -3, TRPM1 prom inh 8, iPSC survival up 0.3 and Shn3 inh set2 1.
`Cc1nn(CC(=O)NCCCN2CCN(C)CC2)c(=O)c2cc(-c3ccccc3)nn12` gave NR2E3 ag-1 -1, TWEAK Fn14 block 3, Peg3 promoter -11, aDG glyco act 0.6, CF NFkB inh -7, KKLEB cytotox -5, NR2E3 ag-2 -3, HIF-2a block -2, TRPM1 prom inh -15, iPSC survival up -0.5 and Shn3 inh set2 -2.
`COc1ccc(CNC(=O)Cc2csc(Nc3nc(=S)[nH]c4ccccc34)n2)cc1` gave NR2E3 ag-1 -12, TWEAK Fn14 block -10, Peg3 promoter 27, aDG glyco act 0.9, CF NFkB inh 18, KKLEB cytotox -29, NR2E3 ag-2 -27, HIF-2a block -11, TRPM1 prom inh 16, iPSC survival up 0.7 and Shn3 inh set2 19.
For COc1ccc(C(C)(NC(C)=O)c2nc(-c3cccc(C(F)(F)F)c3)cs2)cc1 (stereo not given) the results were TWEAK Fn14 block -2, Peg3 promoter 20, aDG glyco act 0.3, CF NFkB inh 1, KKLEB cytotox 2, NR2E3 ag-2 9, HIF-2a block 6, iPSC survival up 0.3 and Shn3 inh set2 -6.
